Screens: PubChem, The Scripps Research Institute Molecular Screening Center
CHRM4 agonist = human M4 muscarinic receptor agonists, primary screen, CHO-K1 cells, Fluo-8 calcium fluorescence | Muscarinic acetylcholine receptor M4 (Homo sapiens), P08173 | CHO-K1 hM4/Gqi5; vehicle 0%, full acetylcholine response 100% | activation, % at 3 µM | hit rate 0.14% among 360,000;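 active means activation above the run mean over all test wells plus 3 SD, cut at about 32% in these data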;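 further: peak over basal fluorescence ratio per well then scaled between controls; 0% = DMSO wells and 100% = acetylcholine at EC100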
Target sequence (P08173 whole entry, looked up): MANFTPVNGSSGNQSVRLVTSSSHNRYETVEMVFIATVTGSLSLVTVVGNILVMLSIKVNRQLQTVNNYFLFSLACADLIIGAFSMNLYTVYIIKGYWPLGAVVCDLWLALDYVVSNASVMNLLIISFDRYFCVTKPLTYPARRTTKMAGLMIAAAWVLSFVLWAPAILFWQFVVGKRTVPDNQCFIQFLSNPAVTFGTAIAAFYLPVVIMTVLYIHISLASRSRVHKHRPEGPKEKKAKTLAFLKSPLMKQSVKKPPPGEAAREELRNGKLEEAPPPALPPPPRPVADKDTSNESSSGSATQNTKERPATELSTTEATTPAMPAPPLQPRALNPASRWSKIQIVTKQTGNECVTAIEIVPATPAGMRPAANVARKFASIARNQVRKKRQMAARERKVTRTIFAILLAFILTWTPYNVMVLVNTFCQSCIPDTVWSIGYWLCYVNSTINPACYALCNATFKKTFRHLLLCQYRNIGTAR
CHO-K1 Ca PAM = nonselective calcium activators in parental CHO-K1 cells, primary screen, counter-screen for M1 PAM project, cell-based, Fluo-8 calcium fluorescence, full deck, 1536-well | ATP EC20; 0% at ATP EC20, 100% at ATP max | activation, % at 3 µM | hit rate 0.02% among 360,000;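 active means activation above the run cutoff, the mean activation of all test compounds plus 3 SD, cut at about 40% in these data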;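 further: peak over basal fluorescence ratio in a 140 s read after ATP addition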
CHO-K1 Ca antag = nonselective inhibitor or artifact in parental CHO-K1 cells; ATP-induced calcium, Fluo-8 fluorescence; inhibition, % at 3 µM; hit rate 0.6% among 360,000; AID 602250;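 active means inhibition above a per-plate cutoff, the plate's mean sample inhibition plus 3 SD, cut at about 24% in these data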;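 further: 0% = DMSO plus EC80 ATP and 100% = DMSO alone without ATP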
CHRM5 antagonist = human M5 muscarinic receptor antagonists, primary screen, CHO cells, Fluo-8 calcium fluorescence; Muscarinic acetylcholine receptor M5 (Homo sapiens), P08912; hit rate 0.59% among 360,000; inhibition, % at 3 µM; AID 624040, 2012; CHO-hM5 cells, ACh EC80;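 active means inhibition above a per-plate cutoff, the mean of that plate's test compounds plus 3 SD, cut at about 27% in these data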;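 further: 0% = acetylcholine EC80 with DMSO and 100% = DMSO without agonist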
Target sequence (P08912 whole entry, looked up): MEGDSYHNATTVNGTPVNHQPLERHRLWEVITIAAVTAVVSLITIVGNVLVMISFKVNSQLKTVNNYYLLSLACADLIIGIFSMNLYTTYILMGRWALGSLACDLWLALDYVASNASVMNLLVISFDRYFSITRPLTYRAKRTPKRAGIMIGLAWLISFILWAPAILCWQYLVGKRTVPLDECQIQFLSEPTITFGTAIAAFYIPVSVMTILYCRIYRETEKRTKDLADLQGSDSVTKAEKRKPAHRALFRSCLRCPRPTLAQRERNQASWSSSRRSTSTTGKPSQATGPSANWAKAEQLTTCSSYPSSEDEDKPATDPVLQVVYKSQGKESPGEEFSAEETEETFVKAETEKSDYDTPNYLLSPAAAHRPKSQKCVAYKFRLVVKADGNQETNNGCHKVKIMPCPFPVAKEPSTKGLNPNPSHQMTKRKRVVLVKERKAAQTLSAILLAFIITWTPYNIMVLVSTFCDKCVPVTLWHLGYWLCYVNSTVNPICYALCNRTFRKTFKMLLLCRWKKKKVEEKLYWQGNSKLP
M4 PAM = human M4 muscarinic receptor positive allosteric modulators, primary screen, CHO-K1 cells, Fluo-8 calcium fluorescence; Muscarinic acetylcholine receptor M4 (Homo sapiens), P08173; CHO-K1 hM4/Gqi5, ACh EC20; 0% = ACh EC20, 100% = maximal ACh; activation, % at 3 µM; hit rate 0.4% among 360,000; AID 624126, 2012;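 active means activation above its plate's cutoff, the mean activation of sample wells plus 3 SD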; further: some results filed as inactive read as strong as hits
CHO-K1 Ca ag = counter-screen for M1 agonists: effect in parental CHO-K1 cells; Fluo-8 calcium fluorescence; scaled to maximal ATP response, vehicle zero; activation, % at 3 µM; hit rate 0.48% among 360,000; in the data active means activation above about 15%;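 further: untransfected CHO-K1 host cells lacking M1 receptor as counterscreen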
CHRM5 agonist = human M5 muscarinic receptor agonists, primary screen, CHO-K1 cells, Fluo-8 calcium fluorescence; Muscarinic acetylcholine receptor M5 (Homo sapiens), P08912; CHO-K1 hM5 cells; 0% DMSO wells, 100% maximal acetylcholine response; activation, % at 3 µM; hit rate 0.19% among 360,000; AID 624037, 2012;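 active means activation above the run's mean over test compounds plus 3 SD, cut at about 23% in these data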;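 further: signal is peak over basal fluorescence ratio across the kinetic read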
CHRM4 antagonist = human M4 muscarinic receptor antagonists, primary screen, CHO cells, Fluo-8 calcium fluorescence | hit rate 0.73% among 360,000 | CHO-hM4 cells, ACh EC80 | Muscarinic acetylcholine receptor M4 (Homo sapiens), P08173 | inhibition, % at 3 µM;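 active means inhibition above its plate's cutoff, the mean inhibition of sample wells plus 3 SD, cut at about 27% in these data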;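 further: 0% = acetylcholine EC80 with DMSO and 100% = DMSO without agonist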
M5 PAM = human M5 muscarinic receptor positive allosteric modulators, primary screen, CHO-K1 cells, Fluo-8 calcium fluorescence. Muscarinic acetylcholine receptor M5 (Homo sapiens), P08912. CHO-K1 hM5, ACh EC20 PAM; 0% = ACh EC20, 100% = ACh EC100. activation, % at 3 µM. hit rate 0.3% among 360,000. AID 624038, 2012;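 active means activation above the run cutoff, the mean activation of all test compounds plus 3 SD, cut at about 18% in these data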
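System: CHO-K1 cell line with stable human muscarinic M5 receptor expression | Also added: EC20 acetylcholine as agonist stimulus | Compound: One concentration, 3 µM final (nominal) | Timing: Fluo-8 loading 80 min at 37 °C plus 30 min room temperature | Measured by: Fluo-8 calcium dye fluorescence, kinetic read | Read-out basis: % activation, ACh-normalized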
Starred values were filed as active, the others as inactive. Hits appear at their usual frequency; about 2.7% have a hit in one of these screens.

A first look, two compounds:
SMILES	CHRM4 agonist	CHO-K1 Ca PAM	CHO-K1 Ca antag	CHRM5 antagonist	M4 PAM	CHO-K1 Ca ag	CHRM5 agonist	CHRM4 antagonist	M5 PAM
O=[N+]([O-])c1ccc(Cl)cc1C=NNc1ccccn1	1	18	-6	5	1	0.4	6	-11	0
Cc1ccc(OCc2ccc(C(=O)Nc3ccc(S(N)(=O)=O)cc3)o2)cc1	7	-12	19	12	-6	1.8	0	-4	-4

All compounds of this part, from the first entry:
SMILES	CHRM4 agonist	CHO-K1 Ca PAM	CHO-K1 Ca antag	CHRM5 antagonist	M4 PAM	CHO-K1 Ca ag	CHRM5 agonist	CHRM4 antagonist	M5 PAM
O=[N+]([O-])c1ccc(Cl)cc1C=NNc1ccccn1	1	18	-6	5	1	0.4	6	-11	0
Cc1ccc(OCc2ccc(C(=O)Nc3ccc(S(N)(=O)=O)cc3)o2)cc1	7	-12	19	12	-6	1.8	0	-4	-4
CCCCn1cnc2c1c(=O)[nH]c(=O)n2CCCC	2	5	3	-2	6	0.0	-4	6	19*
O=c1cc(CO)[nH]cc1OCc1ccccc1	0	14	-8	-8	5	0.6	4	12	5
Nc1nc(NCC2CCCO2)nc(Nc2cccc(F)c2)c1[N+](=O)[O-] (centres undefined)	1	-23	8	-1	11	0.6	8	-6	6
CC(C)(C)C(=O)Cn1ncc(Br)c(Br)c1=O	-1	-2	-10	8	-5	-0.4	-5	5	2
O=C1c2ccncc2C(=O)N1Cc1cccc(Cl)c1	1	5	-4	9	25	0.4	0	3	2
CC1(N2CCOCC2)CC2(O)C(=[N+]1[O-])CCc1c2no[n+]1[O-] (centres undefined)	1	4	-16	-2	2	0.5	1	-11	-1
Cc1c2cnn(CC(=O)Nc3c(F)c(F)cc(F)c3F)c(=O)c2c(C)n1Cc1ccccc1F	2	3	-12	7	-6	0.4	4	-3	2
Cc1cccc(C(=O)NNC(=O)c2ccccc2Br)c1	1	-1	5	-3	0	0.4	2	1	6
COCCn1c(C)cc(C(=O)CSc2nnnn2C2CCCC2)c1C	1	12	-10	-6	4	0.7	4	-19	7
CCOc1ccc(C(=O)NC(C(=O)N2CCC2)C(C)C)cc1 (centres undefined)	0	13	2	-4	2	2.0	3	0	7
Clc1ccc(C(c2ccccc2)N2CCN(c3ccccn3)CC2)cc1 (centres undefined)	-2	-1	4	5	-20	5.0	-4	7	-5
O=C1Nc2ccc(S(=O)(=O)N(CCO)CCO)c3cccc1c23	0	-2	-3	-2	-8	0.5	3	5	4
Cc1nc(N2CCN(C(=O)c3cccs3)CC2)c2c3c(sc2n1)CCCC3	9	-17	16	8	-5	0.9	-3	-2	-4

Arranged by the number under CHRM5 antagonist (falling): some entries from above.
Molecule	CHRM5 antagonist
Cc1nc(N2CCN(C(=O)c3cccs3)CC2)c2c3c(sc2n1)CCCC3	8
Cc1c2cnn(CC(=O)Nc3c(F)c(F)cc(F)c3F)c(=O)c2c(C)n1Cc1ccccc1F	7
Clc1ccc(C(c2ccccc2)N2CCN(c3ccccn3)CC2)cc1 (centres undefined)	5
O=C1Nc2ccc(S(=O)(=O)N(CCO)CCO)c3cccc1c23	-2

Further entries follow.
SMILES	CHRM4 agonist	CHO-K1 Ca PAM	CHO-K1 Ca antag	CHRM5 antagonist	M4 PAM	CHO-K1 Ca ag	CHRM5 agonist	CHRM4 antagonist	M5 PAM
COc1ccccc1[C@@H]1C(c2cccc(C)c2)=NN(c2ccccc2)[C@H]1C(=O)N1CCOC1=O	3	3	2	2	6	-0.1	3	12	5
O=C(O)CCCC(=O)N1CCN(C(c2ccccc2)c2ccccc2)CC1	2	27	-18	-5	-4	1.0	-11	-3	-8
Cc1ccc(F)cc1NC(=O)Cc1nn(C)c(=O)c2ccccc12	13	6	15	19	-7	13	7	6	-13
NC(=O)c1ccc(Oc2ccc(-c3nnco3)cc2)c([N+](=O)[O-])c1	2	16	-19	8	3	2.3	-3	-11	0
OC(CN1CCN(c2ncc(C(F)(F)F)cc2Cl)CC1)c1ccccc1 (centres undefined)	2	0	-2	9	-6	-0.6	-8	-10	-5
CCOc1ccc2c(c1)C(C)=CC(C)(C)N2	1	14	-13	-2	7	5.6	1	-11	6
CCN(CC)C(=O)CSc1nc2ccccc2c(=O)n1OC	-1	20	-3	-3	5	0.1	0	6	-2
COc1ccc(OC)c(C2C(C#N)=C(N)Oc3cc(C)n(Cc4ccccn4)c(=O)c32)c1 (centres undefined)	0	9	1	-5	-7	0.3	-2	9	1
CSCCC(C(=O)O)N1C(=O)c2ccc(C(=O)O)cc2C1=O (centres undefined)	1	4	-8	2	-2	0.0	-3	2	-6
CC(C)CC(NC(N)=O)C(=O)Nc1cccc([N+](=O)[O-])c1 (centres undefined)	0	3	-6	5	-6	-0.1	0	12	-1
Cc1c(CCOC(=O)C23CC4(C)CC(C)(CC(C)(C4)C2)C3)sc[n+]1CC(=O)c1ccccc1	0	-4	8	16	-12	-0.2	-10	9	-17
CC(C)(C)c1ccc(NC(=O)COC(=O)c2ccc(NS(=O)(=O)c3ccc(F)c(F)c3)cc2)cc1	2	-10	17	24	0	0.4	-2	3	-12
COc1cccc(NS(=O)(=O)c2cc3c4c(c2)CCC(=O)N4CCC3)c1	7	-16	2	8	-4	5.7	5	2	-9
CN(C)c1ccc(NC(=O)CN2CCN(CC(=O)Nc3ccc(F)cc3)CC2)cc1	0	11	-8	9	11	0.2	-1	0	4
Cc1cccc(/C=N\NC(=O)c2csnn2)c1	2	10	-6	-3	2	0.3	-4	7	0
CC(C)n1c(CN2CCN(C(=O)c3ccco3)CC2)nc2c1c(=O)n(C)c(=O)n2C	2	-22	5	-3	-1	0.5	-2	-1	5
COc1ccc(S(=O)(=O)N(CC(=O)NC2CC2)C2CCCCC2)cc1Cl	2	-1	-9	-2	5	0.4	2	0	2
COc1cccc(-c2nn[nH]n2)c1O	1	15	-8	5	1	0.6	0	9	-2
COc1ccc(C2C(C#N)=C(N)Nc3onc(C(C)(C)C)c32)c(OC)c1 (centres undefined)	0	16	-12	4	-9	-0.1	-1	18	-1
Cc1nc(CN2CCN(Cc3nc(C(c4ccccc4)c4ccccc4)no3)CC2)cs1	1	6	3	34*	-19	-0.2	-10	26	-15
FC(F)(F)c1cc(-c2ccco2)nc(NCc2cccs2)n1	0	17	-9	3	5	0.7	-1	-4	3
COC(=O)c1sccc1NC(=O)Nc1ccccc1C	2	12	-4	0	4	-0.4	-5	-1	2
Nc1ncnc2c1ncn2[C@@H]1O[C@H](CNS(=O)(=O)C2CC2)[C@@H](O)[C@H]1O	1	12	-15	-3	3	0.9	0	-12	2
O=C(CN1CCN(c2ccc(O)cc2)CC1)NC(c1ccccc1)c1ccccc1	1	-9	5	-9	0	0.4	-10	-1	-8
COc1ccc(N2CCN(CC(=O)Nc3ccc(C)c(C)c3)CC2)cc1	0	24	-11	-1	1	0.0	-3	-13	5
COC(=O)C1(S(=O)(=O)c2cc(Br)cc3c2N(C(C)=O)CC3)CC1	1	6	-11	9	-3	0.1	-2	-8	-5
OC(c1ccccn1)C1CCN(Cc2nc(C(c3ccccc3)c3ccccc3)no2)CC1 (centres undefined)	1	13	-5	1	-6	1.1	-3	-2	0
O=C([C@H](Cc1ccc(O)cc1)n1cc(CCO)nn1)N1CCNCC1	2	7	-11	3	8	0.5	4	-4	6
COc1ccc(N2CC(C(=O)Nc3cccnc3)CC2=O)cc1 (centres undefined)	0	6	1	-1	1	0.2	1	-7	2
COc1ccc(N2CCN(S(=O)(=O)c3cn(C)cn3)CC2)cc1	0	6	-9	6	0	1.7	-1	-7	-3
Oc1ccc(N=Nc2cccc(Cl)c2)cc1C=Nc1ccc(N2CCOCC2)cc1	0	-13	10	8	-7	0.8	-1	5	-5
CCOC(=O)c1cccc(C(=O)Oc2ccccc2)n1	1	20	-15	-1	8	0.8	2	-2	0
COc1cc(/C=C/CNC[C@H]2O[C@@H](n3ccc(=O)[nH]c3=O)[C@H](O)[C@@H]2O)ccc1O	1	6	-4	-2	-3	0.7	1	2	5
CCOc1ccc(-c2cc(C(=O)N3CCN(c4ccccn4)CC3)c3ccccc3n2)cc1	7	-5	-6	-1	-4	0.8	1	9	1
CCCN(CC(=O)Nc1ccccc1OC)C(=O)CCNC(=O)c1ccccc1OC	1	-14	-1	12	-2	-0.1	-1	-7	-11
CC(=O)c1cc(C(=O)N2CCc3c([nH]c4ccccc34)C2CC(C)C)[nH]n1 (centres undefined)	2	-4	1	-29	-2	0.5	4	-2	9
Cc1ccccc1-n1nnnc1SCc1cc(=O)n2ccsc2n1	6	11	-8	-2	-12	6.5	11	6	1
CCCCCCCC(=O)Oc1ccc(C(=O)Nc2cc(C)on2)cc1	0	-17	4	0	6	-0.3	-1	0	0
C/C(CC(=O)Nc1c(C)cc(C)cc1C)=N\NC(=O)OC(C)(C)C	1	10	-8	-7	1	0.8	-5	-8	2
CC/C(=N/NC(=O)CCC(=O)Nc1ccccc1OC)c1ccccc1	0	-5	11	2	1	0.5	1	9	-3
CCOc1ccc(C2C3=C(CC(C)(C)CC3=O)N(CC(=O)O)C3=C2C(=O)CC(C)(C)C3)cc1OCC	1	-3	4	-3	-1	0.3	6	-5	-2
CCOC(=O)[C@]12CCC=C1N(Cc1cccc3ccccc13)C(=O)[C@H](CC(=O)NCc1cccs1)C2	2	4	-13	0	20	0.3	-5	-26	-7
O=C(NCC1CCN(c2ccc(S(=O)(=O)N3CCOCC3)cc2)CC1)c1cccc(Cl)c1	11	16	-16	8	-14	7.0	3	18	-7
Cc1cccc(NC(=O)CCC(=O)N/N=C/c2ccncc2)c1	0	5	-1	-6	-7	-0.2	-2	-2	0
CCOC(=O)CSc1nc2ccsc2c(=O)n1C1CCN(C(=O)OCC)CC1	-1	21	-8	-6	3	0.3	4	0	3
Cc1ccc(C(=O)CSc2nnc(CNc3ccc(C)cc3C)n2Cc2ccco2)cc1	-2	14	-4	5	2	0.2	-4	-11	-10
CCOC(=O)N1CCN(C(=O)c2ccc(S(=O)(=O)Nc3ccc(C)cc3)cc2)CC1	9	-2	-3	10	-3	5.6	13	10	-12
COc1ccccc1CNC(=O)c1nn(-c2ccc(C)cc2)c(=O)c2c1c1ccccc1n2C	1	-6	4	-3	7	0.3	1	2	10
COc1ccc(NC(=O)CSc2nnc(C3CCCCC3)n2N)c(OC)c1	1	3	-12	-4	1	0.6	-4	6	-6
O=C(O)C1Nc2c(Cl)cc(Cl)c(Cl)c2C2C=CCC12 (centres undefined)	1	-1	5	0	-2	0.0	3	-2	11
COc1ccccc1CNc1nc(NCCOc2ccccc2Cl)c2sccc2n1	9	-10	3	5	-9	5.0	3	5	-11
CC1=NN(c2ccc(C)c(C)c2)C(=O)/C1=C/c1ccc2c(c1)n(C)c(=O)n2C	3	32	-16	-4	10	1.1	-1	-16	3
CCOc1cc(/C=C(/NC(C)=O)C(=O)O)cc(Cl)c1OCc1ccc(Br)cc1	-1	17	-12	-2	0	2.3	-3	-1	4
